Assay outcomes: PubChem, The Scripps Research Institute Molecular Screening Center
TEAD-YAP inh = TEAD-YAP interaction inhibition, primary screen, TEAD-YAP interaction inhibitor project, luminescence, HEK-TIYL cells; TEAD-Gal4/YAP UAS-luciferase luminescence; inhibition, % at 9.12 µM; 640,000 tested, 1.4% active; AID 1259422, 2018; in the data active means inhibition above about 32%;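 further: 0% = median of test compound wells and 100% = reference inhibitor wells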
GPR151 ag = activators of human GPR151, primary screen, cell-based, PathHunter beta-arrestin, luminescence; activation, % at 11.2 µM; PathHunter beta-arrestin GPR151 cells; 650,000 tested, 1% active; in the data active means activation above about 4.9%;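 further: 0% = median of compound wells and 100% = cells with positive control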
Target sequence (Q8TDV0 whole entry, looked up): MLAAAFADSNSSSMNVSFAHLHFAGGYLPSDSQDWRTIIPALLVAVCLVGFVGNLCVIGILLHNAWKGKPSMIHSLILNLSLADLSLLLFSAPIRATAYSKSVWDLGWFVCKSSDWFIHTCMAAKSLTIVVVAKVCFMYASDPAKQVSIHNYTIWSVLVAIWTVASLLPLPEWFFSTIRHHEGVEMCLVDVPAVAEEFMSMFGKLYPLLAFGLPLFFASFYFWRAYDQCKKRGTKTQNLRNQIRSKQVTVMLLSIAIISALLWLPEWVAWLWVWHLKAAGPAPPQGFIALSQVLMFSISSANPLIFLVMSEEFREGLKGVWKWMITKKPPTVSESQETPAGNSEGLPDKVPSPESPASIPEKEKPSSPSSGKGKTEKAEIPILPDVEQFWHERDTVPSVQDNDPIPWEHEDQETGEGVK
FBW7 activator = FBW7 E3 ligase activators, primary screen, biochemical, AlphaScreen, human; AlphaScreen FBW7–phospho-cyclin E peptide binding, activator screen; normalized activity (activation), % at 26.1 µM; 650,000 tested, 0.13% active; AID 1259310, 2017; in the data active means normalized activity above about 1.9%;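 further: purified mutant Fbw7 with reduced substrate affinity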
MITF primary = MITF inhibitors, primary screen, biochemical, AlphaScreen, human; 650,000 tested, 0.91% active; inhibition, % at 2.6 µM; AlphaScreen MITF homodimerization, bead proximity signal; Microphthalmia-associated transcription factor (Homo sapiens), O75030; in the data active means inhibition above about 50%;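 further: 0% = vehicle wells with protein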
Target sequence (O75030 whole entry, looked up): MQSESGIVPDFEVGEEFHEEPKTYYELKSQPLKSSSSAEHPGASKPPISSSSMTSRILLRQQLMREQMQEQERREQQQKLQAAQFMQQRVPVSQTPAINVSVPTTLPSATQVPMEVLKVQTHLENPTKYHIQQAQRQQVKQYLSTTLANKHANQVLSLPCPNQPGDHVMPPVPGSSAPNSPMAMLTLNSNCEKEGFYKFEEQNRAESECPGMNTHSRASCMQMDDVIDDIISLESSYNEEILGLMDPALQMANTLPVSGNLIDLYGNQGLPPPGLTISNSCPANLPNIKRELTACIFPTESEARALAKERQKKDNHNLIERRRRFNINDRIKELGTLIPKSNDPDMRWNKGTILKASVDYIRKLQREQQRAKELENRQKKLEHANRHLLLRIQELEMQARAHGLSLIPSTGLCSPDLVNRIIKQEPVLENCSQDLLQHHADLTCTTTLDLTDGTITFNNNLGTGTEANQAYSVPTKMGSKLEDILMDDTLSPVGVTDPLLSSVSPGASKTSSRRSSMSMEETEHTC
The depositor's hits bear a star.

SMILES	TEAD-YAP inh	GPR151 ag	FBW7 activator	MITF primary
O=C(NCc1ccc(F)cc1)c1cnn2c1NC(c1cccs1)CC2C(F)(F)F (centres undefined)	20	-1.0	1.6	15
COc1cc(OC)c(OC)cc1/C=C1\N=C(c2ccc(C)cc2)OC1=O	4	0.7	0.0	7
Cc1cccc(N(CC(=O)NC2CC3CCC2C3)S(=O)(=O)c2ccccc2)c1 (centres undefined)	3	-0.6	0.2	7
Cc1cc(C)nc(NS(=O)(=O)c2ccc(NC(=O)CCCC(=O)Nc3ccc(S(=O)(=O)Nc4nc(C)cc(C)n4)cc3)cc2)n1	11	-0.9	0.1	13
O=C(Nc1cc([N+](=O)[O-])ccc1F)c1ccccc1F	10	1.6	0.1	-1
COc1ccc(-c2nc3ccc(C(=O)NCc4ccco4)cc3nc2-c2ccc(OC)c(OC)c2)cc1OC	1	-1.1	-0.1	-12
O=C(CCCCCn1c(=S)[nH]c2ccc(Br)cc2c1=O)NCCc1ccc(Cl)cc1	3	0.1	0.0	5
COc1ccc(-c2[nH]n(-c3ccc([N+](=O)[O-])cc3)c(=O)c2C=NCc2ccco2)cc1	-6	-0.1	0.1	21
CN(C)CCNc1c(N)c(=O)oc2ccccc12	1	-1.3	-0.2	0
COC(=O)Cc1[nH]nc2c1C(C(C)C)C(C#N)=C(N)O2 (centres undefined)	2	-0.3	0.1	0
CC1CCCN(Cn2nnc3ccccc32)C1 (centres undefined)	2	-0.5	0.1	-3
CCC(Sc1nnc2c3ccccc3n(Cc3ccccc3)c2n1)C(=O)Nc1ccc(OC(F)(F)F)cc1 (centres undefined)	-5	1.8	0.2	-1
O=C(CC1Oc2ccccc2NC1=O)NCC1CCCO1 (centres undefined)	8	2.8	0.0	-7
O=C(CCC(=O)OCC(=O)c1ccc(Br)cc1)Nc1ccc(Cl)cc1Cl	-11	-0.2	0.0	-5
CC(C(=O)NCc1ccc2c(c1)OCO2)n1ncn2cccc2c1=O (centres undefined)	3	-1.2	0.1	5
CCOC(=O)C1=C(COC(=O)CCS(=O)(=O)c2ccccc2)NC(=O)NC1C (centres undefined)	-3	0.6	0.1	13
Cn1cnnc1Sc1nc2c(c(=O)n(C)c(=O)n2C)n1Cc1cc2c(cc1Cl)OCO2	5	-1.4	0.5	-1
Cn1c(=O)c(=O)n(C)c2cc(S(=O)(=O)NCC3COc4ccccc4O3)ccc21 (centres undefined)	-9	-0.7	0.1	0
O=C1c2ccc(Br)cc2C(=O)N1c1ccc(Br)cn1	3	-0.1	0.0	11
Cc1ccc(S(=O)(=O)CC(=O)c2ccccc2[N+](=O)[O-])cc1	-7	-2.8	0.8	1
CCOC(=O)c1sc(-c2ccccc2)cc1NC(=O)c1cc2ccccc2oc1=O	-5	0.2	-0.1	-9
CC1=NN(c2ccccc2Cl)C(=O)/C1=c1/s/c(=C2\Sc3ccccc3N2C)c(=O)n1C	-26	-0.7	0.0	4
O=c1cc(N2CCc3ccccc32)[nH]c(=O)n1-c1ccc(Cl)cc1	2	1.0	0.1	10
CCOc1ccc(-n2nc(C(=O)Nc3ccccc3OC)c3ccccc3c2=O)cc1	5	1.0	0.2	14
CCOC(=O)c1ccc(N2C(=O)C(O)=C(C(C)=O)C2c2ccc(Br)cc2)cc1 (centres undefined)	0	0.6	-0.3	-6
CC(=O)N(C)c1ccc(NC(=O)/C=C/c2ccccc2Cl)cc1	-16	1.5	-0.3	-2
CSc1nc(-c2ccc(N(C)C)cc2)c(C#N)c(=O)n1C	-79	-0.3	0.0	-6
CN1CCN(S(=O)(=O)Cc2ccc(Cl)cc2)CC1	1	0.2	-0.2	0
Cc1ccc(C)c(Cc2cc([N+](=O)[O-])ccc2C)c1	6	1.7	0.7	-9
O=C1NCCN(Cc2ccc(F)cc2Cl)C1CC(=O)N1CCCCCC1 (centres undefined)	4	-0.2	0.2	10
O=C(CNC(=O)c1cccnc1)N=Nc1c(O)[nH]c2ccc([N+](=O)[O-])cc12	12	-0.2	0.2	18
CS(=O)(=O)N1CCc2cc(C(=O)OCC(=O)c3ccccc3)ccc21	-28	-1.0	0.7	-4
COc1ccc(CN2CCc3nc(N4CCCC(C)C4)[nH]c(=O)c3C2)cc1OC (centres undefined)	-4	0.2	-0.2	-3
Cc1ccc(C)c(S(=O)(=O)n2ncc(C#N)c2N)c1	-10	0.9	-0.1	-11
C=CCNc1nc2c(C)cccn2c(=O)c1/C=C1\SC(=S)N(CC=C)C1=O	2	1.5	0.1	13
COc1cc(C2C(C(N)=O)=C(C)Nc3ncnn32)ccc1OCCc1ccccc1 (centres undefined)	4	-0.1	0.0	10
C#CCN1CCC(NC(C)=O)(c2ccc(C)cc2)CC1	-10	0.3	0.2	-12
NC(=O)c1c(N2C(=O)c3ccccc3C2=O)sc2c1CCCC2	4	-2.7	0.0	7
Cc1ccc(CNC(=O)CSc2nc3ccsc3c(=O)n2CCCC(=O)NCCc2ccccc2)cc1	7	-0.1	0.5	11
CCOC(=O)c1c(NC(=O)CCCN2C(=O)c3ccccc3C2=O)sc2c1CCCC2	11	-0.3	0.0	3
Cc1cccc(NC(=O)C2CCN(C(=O)NC3CCCCC3)CC2)c1	-8	0.7	-0.2	7
C=CCOc1cc(Br)c(/C=C2\SC(=O)NC2=O)cc1OCC	1	0.0	0.1	5
Nc1nonc1-n1nnc(C(=O)O)c1-c1ccc(Br)cc1	1	-0.3	-0.2	4
COc1ccc(N2CC(NC(=O)NC(C)CCc3ccccc3)CC2=O)cc1 (centres undefined)	16	-0.9	0.2	9
O=C(Nc1ccc(C23CC4CC(CC(C4)C2)C3)cc1)c1ccc(Br)cc1	-2	-0.5	0.1	-7
COc1ccc(/C=C/C(=O)NCc2cccs2)cc1OC	-2	0.9	0.8	9
COc1cc(/C=N/NC(=O)CC(=O)NC(C)C)ccc1O	-6	-0.7	-0.2	0
CCOC(=O)c1sc2nc(SCc3c(F)cccc3Cl)n(CCC3=CCCCC3)c(=O)c2c1C	2	0.0	0.3	6
Cc1cccc(OCC(=O)Nc2cccc3nsnc23)c1	2	0.1	1.2	9
CC(C)c1ccc(OCC(=O)NCCS(=O)(=O)N2CCc3ccccc32)cc1	3	0.8	-0.1	81*
CCC(C1=Nc2ccccc2C(c2ccccc2)(c2ccccc2)O1)N1CCCCC1 (centres undefined)	0	-0.4	-0.3	1
COc1cccc(C2(NC(=O)CCn3nccc3C)CCCC2)c1	-8	1.9	0.0	1
CCOC(=O)C1=C(C)N=c2s/c(=C\c3ccc(-c4ccc(C(=O)O)cc4C)o3)c(=O)n2C1c1cccs1 (centres undefined)	3	-0.3	0.0	4
CCOC1=C/C(=C/c2c(N)n3c(SC)nsc3nc2=O)C=CC1=O	-33	1.1	0.1	12
N#Cc1c(C(F)(F)F)cc(-c2ccccc2)nc1SCc1nc(N)nc(N2CCOCC2)n1	-6	0.8	0.1	1
CCOC(=O)N1CCN(c2c(NCCCN(CC)CC)c(=O)c2=O)CC1	12	-0.2	-0.1	-3
CC(C)(C)n1nc2c(c1NC(=O)c1cc3ccccc3o1)CS(=O)(=O)C2	-1	0.3	0.2	-24
O=[N+]([O-])c1ccccc1Nc1nc(-c2cccnc2)cs1	-57	2.7	-0.6	12
Cc1cc(/C=N/NC(N)=O)c(C)n1-c1ccc(F)cc1	0	0.1	-0.1	-14
C=CCn1c(Cc2cccs2)nnc1SCC(=O)NCc1ccco1	2	1.4	0.0	2

A run of entries of the results above:
SMILES	TEAD-YAP inh	GPR151 ag	FBW7 activator	MITF primary
NC(=O)c1c(N2C(=O)c3ccccc3C2=O)sc2c1CCCC2	4	-2.7	0.0	7
Cc1ccc(CNC(=O)CSc2nc3ccsc3c(=O)n2CCCC(=O)NCCc2ccccc2)cc1	7	-0.1	0.5	11
CCOC(=O)c1c(NC(=O)CCCN2C(=O)c3ccccc3C2=O)sc2c1CCCC2	11	-0.3	0.0	3
Cc1cccc(NC(=O)C2CCN(C(=O)NC3CCCCC3)CC2)c1	-8	0.7	-0.2	7
C=CCOc1cc(Br)c(/C=C2\SC(=O)NC2=O)cc1OCC	1	0.0	0.1	5
Nc1nonc1-n1nnc(C(=O)O)c1-c1ccc(Br)cc1	1	-0.3	-0.2	4
COc1ccc(N2CC(NC(=O)NC(C)CCc3ccccc3)CC2=O)cc1 (centres undefined)	16	-0.9	0.2	9
O=C(Nc1ccc(C23CC4CC(CC(C4)C2)C3)cc1)c1ccc(Br)cc1	-2	-0.5	0.1	-7
COc1ccc(/C=C/C(=O)NCc2cccs2)cc1OC	-2	0.9	0.8	9
COc1cc(/C=N/NC(=O)CC(=O)NC(C)C)ccc1O	-6	-0.7	-0.2	0
CCOC(=O)c1sc2nc(SCc3c(F)cccc3Cl)n(CCC3=CCCCC3)c(=O)c2c1C	2	0.0	0.3	6
Cc1cccc(OCC(=O)Nc2cccc3nsnc23)c1	2	0.1	1.2	9
CC(C)c1ccc(OCC(=O)NCCS(=O)(=O)N2CCc3ccccc32)cc1	3	0.8	-0.1	81*
CCC(C1=Nc2ccccc2C(c2ccccc2)(c2ccccc2)O1)N1CCCCC1 (centres undefined)	0	-0.4	-0.3	1
COc1cccc(C2(NC(=O)CCn3nccc3C)CCCC2)c1	-8	1.9	0.0	1
CCOC(=O)C1=C(C)N=c2s/c(=C\c3ccc(-c4ccc(C(=O)O)cc4C)o3)c(=O)n2C1c1cccs1 (centres undefined)	3	-0.3	0.0	4
CCOC1=C/C(=C/c2c(N)n3c(SC)nsc3nc2=O)C=CC1=O	-33	1.1	0.1	12
N#Cc1c(C(F)(F)F)cc(-c2ccccc2)nc1SCc1nc(N)nc(N2CCOCC2)n1	-6	0.8	0.1	1
CCOC(=O)N1CCN(c2c(NCCCN(CC)CC)c(=O)c2=O)CC1	12	-0.2	-0.1	-3
CC(C)(C)n1nc2c(c1NC(=O)c1cc3ccccc3o1)CS(=O)(=O)C2	-1	0.3	0.2	-24

(next part)
SMILES	TEAD-YAP inh	GPR151 ag	FBW7 activator	MITF primary
N#CCCN1CCN(CCC#N)CC1	15	1.3	0.1	4
CN1CCOc2cc(S(=O)(=O)N3CCCC3c3ccc(F)cc3)ccc21 (centres undefined)	4	-0.8	0.1	8
CCOC(=O)CN(C)C(=O)CCC1(Cc2ccc3ccccc3c2)CCC(=O)N1 (centres undefined)	-4	-0.5	0.1	8
CC(C)(C)c1ccc(OC(=O)c2cccnc2)cc1	9	1.1	-0.1	11
Cc1ccc(C(=O)Nc2ccc(I)cc2C(=O)O)o1	5	-3.3	0.2	19
CC1(C)CC(=O)C2=C(C1)NC(=S)C(C#N)C2c1ccc(Br)cc1 (centres undefined)	15	-0.3	0.3	1
NC(=O)CCn1nc(-c2ccccc2)c2ccccc2c1=O	3	1.8	-0.2	4
CCN(CC)C(=O)CSc1nc2c(cc1C#N)CCCC2	5	0.0	-0.1	-7
Cc1nonc1CN(C)C(=O)c1cc(COc2ccc(F)cc2F)on1	-8	3.5	0.5	-7
O=C1C2C3C=CC(C3)C2C(=O)N1c1ccc(N2CCN(CCO)CC2)c([N+](=O)[O-])c1 (centres undefined)	9	-0.7	-0.2	3
Cc1cc(Nc2cc(Cl)ccc2C)n2ncnc2n1	-13	-0.4	-0.3	-4
CCOC(=O)c1c(NC(=O)c2ccccc2F)sc(C(=O)Nc2ccc(OC)cc2OC)c1C	5	0.9	0.1	-4
COc1cccc(C(=O)NCC(=O)OCC(=O)c2ccc([N+](=O)[O-])cc2)c1	1	-1.3	-0.2	-5
Cc1ccccc1Nc1nc(N)nc(COC(=O)c2ccccc2C)n1	-70	-2.5	-0.1	1
O=C(NCC1OCCc2ccccc21)c1ccccc1[N+](=O)[O-] (centres undefined)	-3	0.2	-0.4	9
CCc1cc(/C(Cc2csc(C)n2)=N/O)c(O)cc1O	12	-0.4	-0.1	-9
Cc1cc(C)c(OCC(=O)Nc2nnc(-c3ccco3)o2)c(C)c1	-2	-0.5	0.3	17
COC(=O)CN1C(=S)N(C)C(=O)/C1=C/c1cc(C)n(C)c1C	8	0.4	-0.1	7
CC(=O)N1CCc2cc(S(=O)(=O)NC(C(=O)NCc3ccccc3)C(C)C)ccc21 (centres undefined)	-6	1.3	-0.1	-7
CC(C)(C)c1ccc(OC(=O)CCN2C(=O)C3C4C=CC(C5CC45)C3C2=O)cc1 (centres undefined)	9	0.1	-0.1	-10
O=C(COC(=O)c1cccc(NC(=O)c2ccc(Br)cc2)c1)c1ccc(Cl)cc1	-13	-0.5	0.0	9
Cc1cc(NC(=O)/C(=C/c2cccc([N+](=O)[O-])c2)NC(=O)c2cccc(Cl)c2)ccc1Br	-3	2.4	0.2	-8
COc1cc(-c2cncc(-c3cccc(NC(C)=O)c3)n2)ccc1O	2	0.8	-0.1	9
Cc1ccc(-c2nc3cnccn3c2Nc2ccc3c(c2)OCCO3)o1	-6	-0.1	-0.1	-2
CC1CCCC(NC(=O)Cn2nc(-c3ccccc3)ccc2=O)C1C (centres undefined)	3	-0.4	0.1	-4
COc1cc(/C=N/NC(=O)CCC(=O)Nc2ccccc2)cc(OC)c1OC	-19	-1.6	0.1	12
COc1ccccc1Cn1c(=O)[nH]c2cccnc21	-1	-0.3	0.0	14
CCCOC(=O)c1ccc(NC(=O)c2ccccc2C(=O)O)cc1	-11	0.0	0.0	17
COCCN(CCOC)c1ncnc2c1c(-c1ccccc1)cn2-c1ccc(C)c(Cl)c1	0	-0.7	0.0	-9
